MT stabilize HCS: microtubule stabilizers in HeLa cells, primary screen, imaging, high-content imaging; % tubulin-high responders, % at 10 µM; AID 2205, 2009; hit rate 0.83% among 200,000; HeLa tubulin immunostaining HCS, 24 h; share of cells brighter than vehicle mean+2SD;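 active means plate Z-score above 3 for both tubulin-high and condensed-nucleus cell shares, with cell loss under 80%, at 10 µM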;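 further: anti alpha tubulin signal scored within the nucleus-defined area of each cell; some results filed as inactive read as strong as hits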
Myeloid diff 2: induction of myeloid progenitor differentiation, primary screen, cell-based, flow cytometry, MLPCN library; ER-HoxA9 myeloid progenitors, lysozyme-GFP differentiation; calls only at 10 µM; hit rate 1% among 360,000; AID 624256, 2012;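 active means normalized GFP-positive differentiation at or above the plate's own cutoff, the solvent-only control mean plus 3 SD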;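 further: cells exposed to compound for four days before flow analysis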
Dynein transport: inhibitors of GR-EGFP nuclear translocation, primary screen, dynein cargo transport inhibitor project, imaging, high-content, 3617.4 mouse cells. test concentration mostly 20 µM; stimulated with dexamethasone, 1 µM; hits give low values. z-score, hits read low. hit rate 0.47% among 220,000;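 active means plate z-score of nuclear minus cytoplasmic receptor signal below a set negative limit, without overly bright fluorescence or cell loss, cut at about -3.5 in these data, passing the limit was not always enough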;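 further: z-score of nuclear minus cytoplasmic ring GR-EGFP intensity difference per well; some compounds called inactive have numbers as strong as hits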
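Also added: dexamethasone, 1.0 µM final. Medium: tet-free, stripped-serum medium. Detection: fixed, Hoechst-stained cells imaged at 10x for EGFP. Read-out: nuclear-to-cytoplasmic GR-EGFP distribution per well. Times: induction 48 h, compound 1 h, agonist 30 min.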
b-catenin transl: modulators of beta-catenin nuclear translocation, primary screen, imaging, HeLa cells, immunofluorescence, high-content; nuclear translocation activity, % at 5 µM; hit rate 0.3% among 190,000; AID 1665, 2009;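 active means nuclear translocation activity above 50% at 5 µM, with a well cell count of 50 or more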;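 further: per-cell ratio of nuclear to cytoplasmic median beta-catenin stain intensity; plate controls were DMSO negative control for no effect and GSK-3 inhibitor IX positive control for full effect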
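Technique: fluorescence imaging of beta-catenin antibody stain plus DAPI / Material: human HeLa cell line / Incubation: compound treatment 24 h, 37°C, 5% CO2 / Read-out basis: % activation of per-cell nuclear versus cytoplasmic median beta-catenin signal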
Lipid droplet: inhibitors of hepatocyte lipid droplet formation, primary screen, imaging, high-throughput imaging, BODIPY stain. hit rate 0.4% among 240,000. AID 1656, 2009. AML12 mouse hepatocytes, oleate lipid droplets. inhibition, % at 6.5 µM;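 active means lipid droplet intensity inhibited by at least 50%, with more than 500 cells counted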
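Material – mouse AML12 hepatocyte cell line, fixed after treatment · Compound dosing – one dose, 6.5 µM compound · Times – compound with oleate, overnight · Measured by – Image-based BODIPY and DAPI two-channel analysis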
human PMI inhibition: inhibitors of human PMI, primary screen, biochemical, fluorescence intensity, coupled assay (AID 1209). Mannose-6-phosphate isomerase (Homo sapiens). purified PMI enzyme, coupled fluorescence intensity; higher % means a stronger effect. inhibition, % at 20 µM, or IC50 in µM where a hit was titrated. hit rate 0.42% among 190,000; in the data active means inhibition above about 50%;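 further: plate controls were DMSO vehicle for no effect and wells lacking substrate for full effect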
TNAP activation fold: human TNAP enzyme activators, primary screen, biochemical, luminescent, no phosphate acceptor, uHTS (AID 1001); activation fold at 20 µM; hits with a dose series show EC50 in µM; Alkaline phosphatase, tissue-nonspecific isozyme (Homo sapiens); purified TNAP, luminescent activation assay, no phosphate acceptor; higher activation fold means a stronger effect; hit rate 0.03% among 200,000; in the data active means activation fold from about 3, or a potency from the dose series; inactive means the rest, 99 in 100 with activation fold below about 1.6; further: many of its hits are not listed in these tables
T cell modulator: modulators of CD8 T cell-vesicle binding, primary screen, mouse 2C CD8+ T cells, flow cytometry. 2C CD8+ T cell-vesicle binding; hits give low values. hit rate 0.068% among 330,000. calls only at 7 µM. AID 2052, 2009;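 active means response, share of CD8 T cells binding vesicles, and their 90th percentile fluorescence all below set limits, cut at about 80% in these data, passing the limit was not always enough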
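System: murine 2C transgenic CD8+ T lymphocytes; also added: QL9-loaded Drosophila micro-vesicles; times: binding 1.5 h at 37 °C; measured by: flow cytometry, PE anti-B7-1 (FL2) versus Alexa647 anti-CD8 (FL8), PFA-fixed; control set: Peptide-free naked vesicles (low) and QL9 vesicles with 0.7% DMSO vehicle (high)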
Ins promoter up: insulin promoter activators in MIN6 cells, imaging, high-content screening, mouse beta cells; MIN6 insulin promoter-GFP reporter; hits give high values; z-score at 5 µM; hit rate 0.3% among 190,000; AID 1625, 2009;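 active means z-score above 3 at 5 µM with at least 500 cells counted in the well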
Dynein transport cytoplasmic EGFP: recorded beside Dynein transport, whose call it bears; z-score; measured here: cytoplasmic GR-EGFP intensity; hits give high values
Dynein transport nuclear GR-EGFP: also measured in Dynein transport; calls as there; z-score; measured here: nuclear GR-EGFP intensity;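 lower value marks the stronger effect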
Dynein transport cell count: recorded beside Dynein transport, whose call it bears; z-score; measured here: cell count per field
Ins promoter up cell count: further read-out of Ins promoter up, marked with its call; cell count; measured here: cytotoxicity, nuclei count;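 total cells summed across four imaged fields per well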
Lipid droplet cells 6.5 µM: recorded beside Lipid droplet, whose call it bears; cell count; measured here: cell count, cytotoxicity flag;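 cells counted across two imaged fields per well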
b-catenin transl cell count 5 µM: further read-out of b-catenin transl, marked with its call; cell count; measured here: cell count, cytotoxicity flag
T cell modulator vesicle-bound %: second read-out of T cell modulator, no call of its own (marks repeat the call); double positive events, %; measured here: CD8+ vesicle-bound cell fraction;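 binding gate set so that unloaded-vesicle control wells show 10% double positive cells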
MT stabilize HCS Hoechst-high %: further read-out of MT stabilize HCS, marked with its call; % Hoechst-high responders; measured here: nuclear condensation Hoechst responders;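 share of cells brighter than vehicle mean plus two SD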
MT stabilize HCS cytotoxicity %: recorded beside MT stabilize HCS, whose call it bears; toxicity, %; measured here: cytotoxicity by cell density;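 0% = mean cell density of plate MIN control wells and 100% = no cells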
Myeloid diff 2 GFP+ MAC1+ %: second read-out of Myeloid diff 2, no call of its own (marks repeat the call); GFP+ MAC1+ double positive, %; measured here: differentiation confirmed by MAC1 staining
* = called active by the depositor; i = inactive; . = no result given. This is a random part of the collection; about 3% have a hit in one of these screens.

SMILES	MT stabilize HCS	MT stabilize HCS Hoechst-high %	MT stabilize HCS cytotoxicity %	Myeloid diff 2	Myeloid diff 2 GFP+ MAC1+ %	Dynein transport	Dynein transport cytoplasmic EGFP	Dynein transport nuclear GR-EGFP	Dynein transport cell count	b-catenin transl	b-catenin transl cell count 5 µM	Lipid droplet	Lipid droplet cells 6.5 µM	human PMI inhibition	TNAP activation fold	T cell modulator	T cell modulator vesicle-bound %	Ins promoter up	Ins promoter up cell count
COc1ccc(C(=O)NNC(=O)C2CCN(S(=O)(=O)c3ccc(C)cc3)CC2)cc1	1.7	1.8	5.6	i	1.1	0.408	-0.276	0.3	-0.0872	0.9	987	-6.8	655	-0.9%	1.2	i	26.6	.	.
Cc1noc(C)c1C(=O)N1CCN(Cc2ccc3c(c2)OCO3)CC1	1.7	2.1	45.9	i	12.5	-0.539	-0.224	0.0445	-0.149	-1.6	1061	0.2	665	1.5%	1.2	i	21.0	-1.1	1334
CC1Nc2nc(NC(=O)C(C)(C)C)[nH]c(=O)c2N(C)C1C (stereo not drawn)	1.8	1.8	10.5	i	1.3	0.0109	-0.246	0.0239	-0.208	-1.9	984	-44.8	655	4.4%	1.2	i	43.9	0.83	1243
CC1CCC2(CC1)NC(=O)N(Cc1nnc(-c3cccs3)o1)C2=O (stereo not drawn)	3.2	1.1	7.1	i	0.2	0.773	-0.338	0.155	-0.91	-0.3	1133	9.0	720	7.0%	1	i	32.9	0.57	980
O=C(COC(=O)c1cc(S(=O)(=O)N2CCOCC2)ccc1O)NCCc1ccccc1	1.8	0.8	7.3	i	0.3	3.31	0.0669	2.18	-1.74	-0.6	1218	-7.9	795	-6.7%	1	i	41.0	-0.73	975
Cc1cc(C)cc(NC(=O)CCC(=O)Nc2nnc(C(F)(F)F)s2)c1	.	.	.	i	0.7	0.495	-0.155	0.258	-0.221	0.3	1368	-0.4	704	.	.	i	22.5	-0.72	1081
CN1C(=O)C(O)(c2sc(N)nc2-c2ccccc2)c2ccccc21 (stereo not drawn)	5.6	2.9	18.4	i	0.7	1.84	-0.454	0.565	-0.473	-0.5	1180	.	.	15.1%	1	i	20.3	-1.03	920
COc1cc([N+](=O)[O-])ccc1NC(=O)Oc1ccc(NC(C)=O)cc1	.	.	.	i	0.3	-0.283	-0.233	-0.252	0.461	0.5	1225	-10.5	781	.	.	i	25.4	0.33	1089
Cc1ccc(N2C(=O)NC(NC(=O)C(C)(C)C)(C(F)(F)F)C2=O)cc1 (stereo not drawn)	3.0	2.3	4.9	i	0.1	0.899	-0.106	0.672	-1.11	-1.9	1127	7.7	656	4.2%	1.1	i	3.3	-0.13	1488
COc1ccc(C2Nc3ccccc3C(=O)N2Cc2ccccc2)cc1Cn1nnc2ccccc21 (stereo not drawn)	2.0	1.3	7.2	i	7.1	-0.57	-0.199	-0.347	0.355	-4.0	1305	.	.	12.8%	0.9	i	27.4	-0.03	1406
CC(Sc1nnc(C2CCCCC2)n1N)C(=O)NCc1ccc2c(c1)OCO2 (stereo not drawn)	2.2	2.8	5.6	i	0.5	0.0222	-0.239	0.174	0.692	-2.9	1139	.	.	-2.7%	1.2	i	34.0	-0.04	956
O=C(c1cnccn1)N1CCc2ccccc2C1	1.1	1.1	6.2	i	0.2	1.54	-0.0458	1.85	-2.62	-0.3	1112	9.3	777	-10.0%	1.1	i	30.7	-0.31	1240
Cc1ccc(NC(=S)N(Cc2cccc(Br)c2)CC2CCC(C(=O)O)CC2)cc1 (stereo not drawn)	4.2	2.1	1.2	i	0.4	-0.55	-0.155	-0.073	0.31	-1.2	1164	17.6	703	-1.0%	0.9	i	16.9	0.1	1258
Nc1cc(C(=O)OCC(=O)NCc2ccc(F)cc2)ccc1Cl	3.3	2.8	8.0	i	1.2	-0.361	-0.267	-0.216	0.136	.	.	-7.4	699	9.5%	1.1	i	57.6	0.93	1369
Fc1ccc(NC(=S)Nc2ccc(Cl)cc2)cc1	5.7	2.2	6.2	i	0.1	-0.76	-0.343	-0.62	-0.286	1.3	1122	-22.1	677	-6.9%	1	i	58.3	-0.13	1285
COc1cc(NS(=O)(=O)c2cccc3nsnc23)c(C(=O)O)cc1OC	2.1	1.8	40.4	.	.	0.281	-0.288	0.51	0.0836	-1.1	1049	-0.9	680	7.1%	1	.	.	0.33	1807
O=C(CCOc1ccccc1)Nc1nnc(-c2ccc3c(c2)OCCO3)o1	3.8	3.7	6.8	i	0.4	-1.21	-0.0603	0.0628	0.743	-1.5	1096	4.8	687	-2.4%	2.2	i	56.4	-0.98	1298
Cc1cc(C)n(C(=O)c2ccncc2)n1	3.6	2.2	10.2	.	.	-0.495	-0.367	-0.0967	0.265	-4.5	1012	.	.	6.1%	1.2	i	33.9	0.05	1432
CC(=O)N(Cc1ccco1)C1(C(=O)NC2CCCCC2)CCCCC1	3.1	3.0	5.7	i	0.7	-0.282	-0.394	0.0553	0.547	4.5	1412	.	.	-5.6%	1.1	i	14.3	-0.78	1440
CCN(CC)S(=O)(=O)c1cccc(NC(=O)c2ccc(Br)cc2)c1	2.8	2.1	11.3	i	0.2	1.14	0.00627	1.15	-2.13	0.8	998	-2.4	660	19.1%	1.1	i	51.1	0.15	1420
CC1(C)CC(=O)C([N+](=O)[O-])=C(NCCCO)C1	3.7	3.0	7.8	i	0.3	0.465	-0.0709	0.1	-0.514	1.1	1016	17.6	680	6.1%	1	i	29.0	0.25	1335
CCn1c2ccccc2c2nc3ccccc3nc21	12.4	3.7	5.6	i	1.8	-0.231	-0.175	-0.0795	-0.0441	1.1	1118	.	.	4.5%	1.1	i	32.9	-0.33	1011
Cc1ccccc1NC(=O)CCC(=O)OCC(=O)c1ccc(-c2ccccc2)cc1	2.2	2.0	3.0	i	0.8	-0.143	-0.221	0.216	0.802	-1.2	780	.	.	-11.3%	1	i	37.1	-0.07	1516
CC(=O)N1CCN(c2ccccc2NC(=O)c2ccc(-c3cccc([N+](=O)[O-])c3)o2)CC1	3.4	2.2	7.1	i	0.5	0.474	-0.178	0.518	0.265	0.9	957	-0.2	653	4.1%	1.1	i	24.4	-0.64	1379
Cn1ncc(N)c1C(=O)Nc1cccc(C(F)(F)F)c1	4.8	2.1	1.3	i	1.0	1.1	-0.187	0.845	0.279	-2.7	1199	8.4	801	9.9%	1.1	i	30.7	0.01	1264
CCc1ccc(NC(=O)c2ccc3c(=O)n4c(nc3c2)CCCCC4)cc1	.	.	.	i	0.5	0.793	-0.194	0.644	-0.903	0.7	1368	10.5	744	.	.	i	23.9	-0.65	943
Cc1ccccc1N1CCN(CCN2C(=O)CC(=C3c4ccccc4-c4ccccc43)C2=O)CC1	4.8	2.8	4.5	i	1.2	-0.774	-0.148	-0.166	0.658	.	.	.	.	.	.	i	17.1	.	.
[O-]/C(=C(\C(=S)NCc1ccc2c(c1)OCO2)[n+]1ccccc1)c1ccc(Cl)s1	2.6	1.5	21.8	i	0.4	1.46	-0.262	2.13	-0.24	-0.2	1001	14.0	697	13.1%	1.1	i	1.7	0.76	1071
Cc1ccccc1C(=O)NC(CC(C)C)C(=O)OCC(=O)c1c(N)n(C)c(=O)n(C)c1=O (stereo not drawn)	2.1	3.0	3.3	i	0.2	1.02	-0.278	0.638	-0.692	0.7	1119	9.2	697	-4.2%	1.1	i	39.3	0.29	1293
CCOC(=O)N1CCN(C(=S)Nc2ccccc2C(C)C)CC1	2.4	1.3	7.3	i	0.2	1.41	-0.348	0.272	-0.039	1.3	1087	-8.6	673	-5.8%	1.1	i	20.9	-0.41	1249
CCOC(=O)N1CCC(N2CCN(Cc3ccc(F)c(F)c3)C(CCO)C2)CC1 (stereo not drawn)	1.8	3.1	7.8	i	0.2	0.592	-0.178	0.161	-0.479	0.2	1583	2.2	647	.	1.1	i	56.3	-0.02	1201
COC(=O)CSc1nnc(-c2ccoc2C)n1-c1ccc(OC)cc1	1.7	1.9	10.9	i	1.0	-0.702	-0.175	-0.165	0.63	-2.6	884	.	.	1.0%	1.1	i	37.3	-1.2	1183

Reprinted at random: two compounds from above
SMILES	MT stabilize HCS	MT stabilize HCS Hoechst-high %	MT stabilize HCS cytotoxicity %	Myeloid diff 2	Myeloid diff 2 GFP+ MAC1+ %	Dynein transport	Dynein transport cytoplasmic EGFP	Dynein transport nuclear GR-EGFP	Dynein transport cell count	b-catenin transl	b-catenin transl cell count 5 µM	Lipid droplet	Lipid droplet cells 6.5 µM	human PMI inhibition	TNAP activation fold	T cell modulator	T cell modulator vesicle-bound %	Ins promoter up	Ins promoter up cell count
COC(=O)CSc1nnc(-c2ccoc2C)n1-c1ccc(OC)cc1	1.7	1.9	10.9	i	1.0	-0.702	-0.175	-0.165	0.63	-2.6	884	.	.	1.0%	1.1	i	37.3	-1.2	1183
COc1cc([N+](=O)[O-])ccc1NC(=O)Oc1ccc(NC(C)=O)cc1	.	.	.	i	0.3	-0.283	-0.233	-0.252	0.461	0.5	1225	-10.5	781	.	.	i	25.4	0.33	1089
